HepG2 tox: qHTS for Inhibitors of TGF-b: Cytotox Counterscreen; 410,000 tested, 0.76% active; HepG2 CAGA-GFP viability, ATP luminescence, 18 h; Potency, µM (titrated, usually from 46.1 µM), inactives show at the highest dose activity change, negative = cytotoxicity, actives largely listed as cytotoxic; AID 588856, 2011; further: potency means the concentration at half of the fitted maximal effect; some results filed as inactive show a strong effect at the top dose
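HepG2 CAGA-GFP cells (1000/well, DMEM with 1% FBS) received compound, then TGF-beta at 500 pg/mL final, and were incubated 18 hours at 37 degrees C. Viability was read by CellTiter-Glo luminescence. Media-only wells were set as complete cell-killing and DMSO as no toxicity.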
ATXN viability: Viability Counterscreen for Primary qHTS for Inhibitors of ATXN expression | 400,000 tested, 0.49% active | Potency, µM (titrated, usually from 56.7 µM), usual class: cytotoxic | S2 cells (HEK-293 line with an ATXN2-luciferase reporter) viability, CellTiter-Fluor protease fluorescence, 24 h; further: potency means the concentration at half of the fitted maximal effect; nearly all actives have a fitted effect of over 40% in size
IL1B secr inh: qHTS for Inhibitors of Inflammasome Signaling: IL-1-beta AlphaLISA Primary Screen | THP-1 LPS/ATP IL-1B secretion, AlphaLISA, 16 h; stronger effect = lower value | activity change, % at 57.5 µM | 360,000 tested, 4.7% active; in the data active means activity change below about -50%; inconclusive means mostly about -30% to -49%; further: on the % scale 0 is the no-effect control and ±100 the full control effect
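Secreted IL-1B measured by AlphaLISA bead assay after 16 h compound exposure of THP-1 cells; compounds (final up to 57.5 uM) added 1 h before LPS (250 ng/mL) and ATP (1.25 mM) stimulation; lower signal means less secretion.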
KB-3-1 cytotox: qHTS assay for MDR1-selective chemotherapeutics: Primary screen using the parental adenocarcinoma cell KB-3-1; KB-3-1 viability, CellTiter-Glo ATP luminescence, 72 h; Potency, µM (titrated, usually from 46.1 µM), inactives show at the top dose activity change, negative = cytotoxic, actives largely listed as cytotoxic; 400,000 tested, 1.4% active; AID 1347075, 2019; further: potency means the concentration at half of the fitted maximal effect; on the % scale 0 is the no-effect control and ±100 the full control effect; nearly all actives have a fitted effect of over 60% in size
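KB-3-1 parental drug-naive adenocarcinoma cells in DMEM/10% FBS, incubated 72 h at 37 C with pin-transferred compounds across a concentration series. Viability by CellTiter-Glo luminescence; concentration-response curves fitted after normalization.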
SW480 rereplic: A quantitative high throughput screen for small molecules that induce DNA re-replication in SW480 colon adenocarcinoma cells. SW480 DNA re-replication, Hoechst DNA content imaging, 48 h. 340,000 tested, 1.8% active. Potency, µM (doses to about 46.1 µM), without a hit: at the highest dose re-replication activation, hits mostly activators. AID 624297, 2012; further: potency means the concentration at half of the fitted maximal effect; % of control where 0% means no effect; nearly all actives have a fitted effect of over 55% in size
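First, 250 cells per well were seeded. Next, compound or vehicle (23 nL) was pinned in, plates sat 48 hr at 37 C. Finally Hoechst was added for 40 min before fluorescence scanning.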
MCF10A rerep: A quantitative high throughput screen for small molecules that induce DNA re-replication in MCF 10a normal breast cells; MCF 10A DNA re-replication, Hoechst nuclear intensity, 48 h; Potency, µM (series often up to 46.1 µM), inactives show at the highest dose activity, positive = re-replication, usual class: activators; 350,000 tested, 2.9% active; AID 624296, 2012; further: potency means the concentration at half of the fitted maximal effect; % of control where 0% means no effect; nearly all actives have a fitted effect of over 50% in size
HT1080NT lethal: qHTS for induction of synthetic lethality in tumor cells producing 2HG: qHTS for the HT-1080-NT fibrosarcoma cell line; 360,000 tested, 1.6% active; Potency, µM (doses to about 46.1 µM), for inactives: at the highest dose activity, negative = less viability, actives largely listed as cytotoxic; AID 686970, 2013; HT-1080-NT fibrosarcoma viability, CellTiter-Glo ATP luminescence, 48 h;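 further: NT is the 2HG producing partner of a matched IDH1 knockdown line; potency means the concentration at half of the fitted maximal effect; 0% = DMSO-treated cells and -100% = media-only wells without cells; nearly all actives have a fitted effect of over 55% in size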
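Luminescent CellTiter-Glo readout after 48 hours of compound exposure at 37 degrees C defined viability of HT-1080-NT cells. Activity was normalized to DMSO wells and cell-free media wells; concentration-response curves were fitted and assigned curve classes.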
HT1080 IDH1KD tx: qHTS for induction of synthetic lethality in tumor cells producing 2HG: qHTS for the HT-1080-IDH1KD cell line; HT-1080 IDH1 knockdown viability, ATP luminescence, 48 h; Potency, µM (highest dose often 46.1 µM), for inactives: at the top dose activity, negative = toxicity, most hits filed as cytotoxic; 360,000 tested, 2% active; AID 686971, 2013;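 further: potency means the concentration at half of the fitted maximal effect; 0% = DMSO wells and -100% = cell-free medium wells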
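CellTiter-Glo luminescence after 48 h compound exposure at 37 degrees C of IDH1-knockdown HT-1080 cells in 5% FBS RPMI. %Activity scaled between DMSO wells and cell-free media wells, with curves fitted and assigned curve classes.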
ATXN2 expr inh: Primary qHTS for Inhibitors of ATXN expression; Potency, µM (doses to about 57 µM), inactives show at the top dose activity change, negative = inhibition, most hits filed as inhibitors; HEK-293 ATXN2-luciferase reporter, luminescence, 24 h; 360,000 tested, 0.72% active; AID 1745845, 2022; further: potency means the concentration at half of the fitted maximal effect; on the % scale 0 is the no-effect control and ±100 the full control effect; nearly all actives have a fitted effect of over 55% in size
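ATXN2-luciferase reporter cells (luciferase flanked by upstream and downstream ATXN2 gene portions) were treated 24 h at 37 °C with compounds at up to 57 uM. SteadyGlo luminescence gave expression; GF-AFC fluorescence gave viability.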
The depositor's hits bear a star; i = inactive; ? = inconclusive; . = not tested or not shown; [ ] = dose if it differs, or a comment. Unless noted, the call rests on the fitted dose curve; in most records, active means well fitted curve in the direction sought with a large enough effect; inconclusive means small, poorly fitted or top-dose-only effect, or another doubt; inactive means no such curve, though single readings can be large; an effect the other way counts as inactive or inconclusive.

SMILES	HepG2 tox	ATXN viability	IL1B secr inh	KB-3-1 cytotox	SW480 rereplic	MCF10A rerep	HT1080NT lethal	HT1080 IDH1KD tx	ATXN2 expr inh
CN(C)S(=O)(=O)c1ccc(C(=O)OCn2nnc3ccccc3c2=O)cc1	2%	?	-9	7%	-15%	0%	4%	9%	-12%
CC(=O)Nc1ccc(CN2CCN(CCc3ccccc3)C(CCO)C2)cc1 (configuration not stated)	-4%	i	-79*	5%	0%	-8%	-14%	-2%	-5%
COc1ccc(NC(=O)C(C)NS(=O)(=O)c2ccc(NC(C)=O)cc2)cc1Cl (configuration not stated)	3%	i	-9	?	-1%	17%	6%	21%	-2%
O=C(Nc1ccc(Cl)cc1)c1ccc2c(c1)N(Cc1ccccc1)C(=O)c1ccccc1S2(=O)=O	-19%	i	.	0%	.	.	.	.	3%
NC(=S)N=Nc1c(O)n(CC(=O)Nc2ccccc2)c2ccccc12	1%	i	-13	13%	21%	7%	?	?	7%
O=C(N/N=C/c1ccc2c(c1)OCO2)c1ccc(Cl)cc1Cl	-15%	i	31	0%	15%	29%	-22%	?	3%
COc1ccc(OC)c(S(=O)(=O)N2CCC(C(=O)NCc3ccncc3)CC2)c1	9%	i	7	8%	-3%	6%	-3%	4%	-14%
CCOC(=O)Nc1cc2c(C)cc(=O)oc2cc1C	1%	i	-16	15%	-119%[inhibitor]	-5%	0%	1%	3%
COc1cc(NC(=O)CSc2nnnn2-c2ccccc2)cc(OC)c1OC	4%	i	16	8%	-7%	0%	5%	1%	6%
CCOC(=O)c1ccc(N2C(=O)CC(SCC(N)C(=O)OCC)C2=O)cc1 (configuration not stated)	-1%	i	23	12%	-6%	0%	-2%	9%	-9%
Nn1c(SCC(=O)N2CCN(S(=O)(=O)c3ccc(Cl)cc3)CC2)nnc1-c1cccs1	-41%	i	-12	0%	?	1%	-1%	-1%	9%
CN(c1ccccc1)S(=O)(=O)c1ccc(NC(=O)C2CC2)cc1	-25%	i	1	13%	-2%	-1%	4%	8%	-1%
Cc1ccc(C(=O)N/C(=C\c2ccco2)C(=O)NCCCn2ccnc2)cc1C	-3%	i	0	3%	5%	7%	-8%	6%[9.24 µM]	0%
C=CCNC(=O)c1ccc2nc(-c3ccccc3)c(-c3ccccc3)nc2c1	-4%	i	-12	7%	-2%	12%	-4%	-6%	35%
COc1ccc2[nH]c3c(c2c1)CCN1C(=O)C(CC(=O)NCc2ccc(OC)c(OC)c2)C[C@H](C(=O)N2CCOCC2)[C@@]31CCC1CCCC1 (some centres not stated)	-16%	?	-19	22%	6%	9%	0%	0%	-8%
CCN(CC)CCn1c2c(c(SCC(=O)Nc3nc(C)cs3)nc1=O)CCCC2	-1%	i	-13	-14%	-7%	?	-14%	0%	1%
CCCN(CC(=O)Nc1ccccc1OC)C(=O)CC1CCCC1	2%	i	1	-3%	-3%	-3%	-1%	0%	.
Cc1ccc(-n2c(N)cc(=O)nc2SCC(=O)NC2CCCCC2)cc1C	-28%	i	-1	.	-2%	-4%	4%	14%	7%
COc1ccc([C@H]2CC(=O)C=C(c3ccc(F)cc3OCc3ccccc3)C2)cc1OC	-25%	i	?	0%	-23%[9.22 µM]	?	-7%	0%	?
CCOC(=O)c1cc2c(=O)n3ccccc3nc2n(CC2CCCO2)c1=NC(=O)c1ccc(OCC)cc1 (configuration not stated)	3%	i	.	1%	.	.	.	.	6%
C[C@@H](C(=O)NCCCCCC(=O)O)n1nnc2ccccc2c1=O	21%	i	10	10%	-12%	0%	18%	17%	0%
COc1ccc(Nc2nc(-c3cccs3)cs2)cc1	8%	i	4	-1%	.	?	8%	11%	135%[activator]
CCOC(=O)C1CCN(C(=O)CCS(=O)(=O)c2ccc3c(c2)CC(C)N3C(=O)CC)CC1 (configuration not stated)	12%	i	21	-2%	-2%	-7%	-3%	3%	-8%[11.3 µM]
O=C(Nc1nnc(C2=COCCO2)o1)c1ccc(Cc2ccccc2)cc1	-24%	i	-1	-1%	?	9%	-10%	-18%	-15%
Cc1ccc(F)cc1NC(=O)CN1C(=O)NC(C)(c2ccc3c(c2)OCCO3)C1=O (configuration not stated)	3%	i	-11	-5%	-3%	-2%	2%[9.24 µM]	-1%	3%
CC(=O)N(C)c1cccc([N+](=O)[O-])c1	10%	i	-4	-5%	-3%	?	1%	9%	7%
CCOc1ccc(NC(=O)CN(C)C(=O)CCNC(=O)c2ccccc2Cl)cc1OCC	2%	i	-1	0%	-1%	4%	9%	13%	6%
c1ccc(Nc2ncnc3[nH]ncc23)cc1	-10%	i	34	-1%	-18%	-1%	1%	-1%	.
COc1cc(-c2c(C(C)=O)c(C)nc3c2C(=O)c2ccccc2-3)cc(OC)c1OC	-4%	i	28	16%	1%	-1%	5%	0%	-7%
COc1cc(OC)c(OC)cc1/C=C1\SC(N2CCCCC2)=NC1=O	1%	i	-18	-1%	-1%	16%	-4%	-13%	2%

Some of the entries so far, with two lines to a compound:
Fields – HepG2 tox | ATXN viability | IL1B secr inh | KB-3-1 cytotox | SW480 rereplic | MCF10A rerep | HT1080NT lethal | HT1080 IDH1KD tx | ATXN2 expr inh
> CCN(CC)CCn1c2c(c(SCC(=O)Nc3nc(C)cs3)nc1=O)CCCC2
  -1% | i | -13 | -14% | -7% | ? | -14% | 0% | 1%
> CCCN(CC(=O)Nc1ccccc1OC)C(=O)CC1CCCC1
  2% | i | 1 | -3% | -3% | -3% | -1% | 0% | .
> Cc1ccc(-n2c(N)cc(=O)nc2SCC(=O)NC2CCCCC2)cc1C
  -28% | i | -1 | . | -2% | -4% | 4% | 14% | 7%
> COc1ccc([C@H]2CC(=O)C=C(c3ccc(F)cc3OCc3ccccc3)C2)cc1OC
  -25% | i | ? | 0% | -23%[9.22 µM] | ? | -7% | 0% | ?
> CCOC(=O)c1cc2c(=O)n3ccccc3nc2n(CC2CCCO2)c1=NC(=O)c1ccc(OCC)cc1 (configuration not stated)
  3% | i | . | 1% | . | . | . | . | 6%
> C[C@@H](C(=O)NCCCCCC(=O)O)n1nnc2ccccc2c1=O
  21% | i | 10 | 10% | -12% | 0% | 18% | 17% | 0%
> COc1ccc(Nc2nc(-c3cccs3)cs2)cc1
  8% | i | 4 | -1% | . | ? | 8% | 11% | 135%[activator]
> CCOC(=O)C1CCN(C(=O)CCS(=O)(=O)c2ccc3c(c2)CC(C)N3C(=O)CC)CC1 (configuration not stated)
  12% | i | 21 | -2% | -2% | -7% | -3% | 3% | -8%[11.3 µM]
> O=C(Nc1nnc(C2=COCCO2)o1)c1ccc(Cc2ccccc2)cc1
  -24% | i | -1 | -1% | ? | 9% | -10% | -18% | -15%
> Cc1ccc(F)cc1NC(=O)CN1C(=O)NC(C)(c2ccc3c(c2)OCCO3)C1=O (configuration not stated)
  3% | i | -11 | -5% | -3% | -2% | 2%[9.24 µM] | -1% | 3%

Following part.
SMILES	HepG2 tox	ATXN viability	IL1B secr inh	KB-3-1 cytotox	SW480 rereplic	MCF10A rerep	HT1080NT lethal	HT1080 IDH1KD tx	ATXN2 expr inh
Cc1ccc(NC(=S)N2CCC(NC(=O)c3ccc(C)cc3)CC2)cc1	3%	i	-1	-21%	0%	?	-1%	-3%	-6%
O=C1CC(c2ccccc2)Sc2nc(-c3ccc(F)cc3)nn21 (configuration not stated)	0%	i	.	28%	.	.	.	.	0%
CS(=O)(=O)N1CCN(c2ccc(NC(=O)Cc3ccccc3)cc2)CC1	-2%	i	15	3%	19%	-1%	-6%	13%	-7%
Cc1cc(N)c(C)c([N+](=O)[O-])c1C	4%	?	9	0%	5%	-1%	-3%	-6%	-14%
COCCn1c(=S)[nH]c2cc(OC)c(OC)cc2c1=O	-8%	i	2	2%	13%	6%	6%	1%	-1%
Cc1ccc(C(=O)n2c(N)nc3ccccc32)cc1	-37%	i	-2	?	-6%	-4%	-4%	-11%	2.8µM*
CC1(C)CC(=O)c2cc(C(=O)NC3CCSC3=O)c(=O)n(-c3ccc(Cl)cc3)c2C1 (configuration not stated)	-2%	i	14	7%	3%	-1%	1%	2%	-2%
COC(=O)c1c(-c2ccc(Br)cc2)noc1N	-16%	i	-20	?	?	?	?	?	-2%
COC(=O)c1cc(NC(=O)CN2CCC(C(N)=O)(N3CCCCC3)CC2)cc(C(=O)OC)c1	-1%	i	-8	-2%	-1%	2%	5%	5%	6%
Cc1ccc(NC(=O)Cn2cnc3c(OCc4ccccc4)ncnc32)cc1C	3%	i	-4	1%	9%	?	3%	5%	3%
O=C(c1ccc(F)cc1)N1CCC(C(=O)N(Cc2ccccc2)c2ccccc2)CC1	-31%	i	-2	-15%	-11%	1%	-6%	2%	.
CN(C)CCNc1ccc(CO)c2oc3ccc(O)cc3c(=O)c12	-27%	27µM*	-98*	16µM*	?	27%	?	21µM*	21µM*
Clc1ccc(Cl)c(OCCCCNCc2ccccc2)c1	16µM*	i	-102*	0%	6%	24%	?	?	-13%
O=c1[nH]cnc2onc(-c3ccc(F)cc3)c12	-5%	?	15	10%	1%	1%	2%	6%	-20%
Cc1ccc(N(CC2CO2)S(=O)(=O)c2ccccc2[N+](=O)[O-])cc1 (configuration not stated)	-1%	i	3	-3%	2%	1%	?	-24%	3%
CSCC(C)N1CCC(CO)(CCc2ccccc2)CC1 (configuration not stated)	-15%	i	-18	-4%	2%	4%	-4%	-4%	-17%[11.3 µM]

High-throughput results from PubChem BioAssay.
